USP1 inh = blocks the human USP1/UAF1 deubiquitinase complex. O94782. recombinant USP1/UAF1, Ub-Rhodamine cleavage fluorescence. Potency, µM (doses to about 57.1 µM), without a hit: at the highest dose activity change, negative = inhibition, most hits filed as inhibitors. 390,000 tested, 0.23% active. AID 743255; note: potency is the fitted concentration of half-maximal effect; % is set by controls: 0 for no effect and ±100 for the full control effect; nearly all actives have a fitted effect of over 60% in size; inactives centre near -12
Target sequence (O94782 whole entry, looked up): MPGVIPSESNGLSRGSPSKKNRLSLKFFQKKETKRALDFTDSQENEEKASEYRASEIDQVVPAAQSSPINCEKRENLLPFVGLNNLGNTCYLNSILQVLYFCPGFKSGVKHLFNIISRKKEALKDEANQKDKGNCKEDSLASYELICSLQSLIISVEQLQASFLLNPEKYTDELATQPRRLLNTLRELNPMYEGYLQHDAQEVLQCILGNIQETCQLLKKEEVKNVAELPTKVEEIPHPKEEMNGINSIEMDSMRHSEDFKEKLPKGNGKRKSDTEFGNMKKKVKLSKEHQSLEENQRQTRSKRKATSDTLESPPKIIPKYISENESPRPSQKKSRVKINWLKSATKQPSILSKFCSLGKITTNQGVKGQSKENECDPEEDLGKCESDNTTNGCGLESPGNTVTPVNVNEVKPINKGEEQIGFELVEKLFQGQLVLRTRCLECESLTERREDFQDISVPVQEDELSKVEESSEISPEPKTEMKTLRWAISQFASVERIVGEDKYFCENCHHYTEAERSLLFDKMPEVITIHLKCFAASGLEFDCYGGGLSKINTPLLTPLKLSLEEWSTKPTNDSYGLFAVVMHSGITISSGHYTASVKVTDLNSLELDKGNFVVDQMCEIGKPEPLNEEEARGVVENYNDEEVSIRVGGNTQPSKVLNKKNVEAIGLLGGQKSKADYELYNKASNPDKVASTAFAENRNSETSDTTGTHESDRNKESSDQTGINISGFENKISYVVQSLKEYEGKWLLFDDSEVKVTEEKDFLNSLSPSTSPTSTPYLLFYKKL
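Step one: compound is pinned into 1nM USP1/UAF1 in HEPES pH 7.8 buffer with TCEP. Step two: 15 min room-temperature incubation. Step three: Ub-Rho (150nM final) starts cleavage, tracked by fluorescence over six one-minute reads.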
LDHA block = blocks human lactate dehydrogenase A; purified LDHA, NADH/diaphorase-resazurin fluorescence; active compounds read low; activity change, % (values are at about 110 or 230 µM); 480,000 tested, 0.15% active; AID 1347041; in the data active = activity change below about -30%; inconclusive = mostly about -25% to -30%;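 note: plate controls were DMSO wells for no effect and wells without enzyme for full effect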
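Remaining NADH was detected by diaphorase (0.133 mg/mL) converting 37 µM resazurin to fluorescent resorufin, read at 0 and 20 minutes. The preceding 5-minute room-temperature reaction used 2 nM LDHA, 0.2 mM sodium pyruvate and 0.06 mM NADH at pH 7.4.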
Vif-A3F inh = Vif-A3F binding inhibition | Potency, µM (top dose mostly 46.1 µM), for the others: top-dose activity, negative = active | HeLa A3F-eYFP + Vif (tagged APOBEC3F with the HIV-1 protein that degrades it), YFP fluorescence increase | 390,000 tested, 0.2% active; note: potency is the fitted concentration of half-maximal effect; % of control where 0% means no effect; nearly all actives have a fitted effect of over 65% in size
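Fluorescence increase (Ex 488/Em 500-530) after overnight compound treatment at 37 deg C flags inhibition of Vif-driven A3F-eYFP loss in stable HeLa A3F-eYFP/Vif cells seeded overnight beforehand.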
TrxR1 substrate = substrates of rat thioredoxin reductase 1. purified TrxR1 substrate turnover, NADPH consumption readout. Potency, µM (series often up to 114 µM), for the others: at the top dose activity change, negative = substrate turnover. 390,000 tested, 0.01% active; note: potency is the fitted concentration of half-maximal effect; % is set by controls: 0 for no effect and ±100 for the full control effect; nearly all actives have a fitted effect of over 50% in size
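Rat TrxR1, dispensed at 90 nM, was prereduced with 400 uM NADPH (final) for 5 min at ~22 deg C, then incubated with compound 15 min before 400 uM selenite. A first-read NADPH fluorescence drop versus no-compound background flagged substrates.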
mIDH1 inhibitor = human IDH1 R132H inhibition; IDH1-R132H enzyme, NADPH consumption, diaphorase/resazurin fluorescence; AID 602179; 390,000 tested, 0.093% active; O75874; Potency, µM (doses to about 76.6 µM), for inactives: top-dose activity change, negative = inhibition, most hits filed as inhibitors; note: potency is the fitted concentration of half-maximal effect; % is set by controls: 0 for no effect and ±100 for the full control effect; nearly all actives have a fitted effect of over 65% in size
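IDH1-R132H (0.5 ug/mL dispensed) in pH 7.5 Tris buffer was preincubated 30 min with compound, then given a substrate mix of 0.016 mM NADPH and 2 mM alpha-KG for 80 min at room temperature; remaining NADPH was read by diaphorase/resazurin fluorescence.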
RGS4 inhibitor = blocks human RGS4-accelerated GTP hydrolysis | Transcreener GDP fluorescence polarization, RGS4-accelerated GTP hydrolysis | AID 504845 | 390,000 tested, 0.039% active | Potency, µM (highest dose often 114 µM), for inactives: at the top dose activity change, negative = inhibition, usual class: inhibitors; note: potency is the fitted concentration of half-maximal effect; % is set by controls: 0 for no effect and ±100 for the full control effect; nearly all actives have a fitted effect of over 75% in size; some results filed as inactive show a strong effect at the top dose
Target sequence (P49798 whole entry, looked up): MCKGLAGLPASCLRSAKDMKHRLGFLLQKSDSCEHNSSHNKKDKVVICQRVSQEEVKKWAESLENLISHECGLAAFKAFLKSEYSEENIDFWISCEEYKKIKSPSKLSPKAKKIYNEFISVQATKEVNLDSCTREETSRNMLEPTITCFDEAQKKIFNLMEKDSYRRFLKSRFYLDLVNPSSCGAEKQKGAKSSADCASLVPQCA
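MLSMR compounds (23 nl, pin-transferred) preincubated 10 min at room temperature with a 500nM (2x) first reagent, then RGS4 at 900nM (2x) plus Transcreener GDP mix added; fluorescence polarization (620/688 nm) read before and after 90 min at 30 °C.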
GRP78 ERSR act = ER stress response induction in glioma; U87-MG GRP78 promoter luciferase reporter, 16 h; Potency, µM, for the others: at the highest dose activation, most hits filed as activators; 420,000 tested, 0.02% active; AID 602332; note: potency is the fitted concentration of half-maximal effect; series mostly up to about 76 µM; % of control where 0% means no effect; nearly all actives have a fitted effect of over 35% in size
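Stably transfected U87-MG human glioma cells carrying a GRP78-based luminescent sensor were seeded at 1000 cells/well, pin-dosed with compounds and incubated 16 h. Luciferase reagent was then added, and end-point luminescence was read after 10 min at room temperature.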
Vif-APOBEC3G blk = blocks the Vif interaction with human APOBEC3G; Potency, µM (series often up to 46.1 µM), without a hit: top-dose activity, negative = active, most hits filed as inhibitors; 410,000 tested, 0.076% active; Q9HC16; HeLa A3G-eYFP + Vif (tagged APOBEC3G with the HIV-1 protein that degrades it), YFP fluorescence, overnight;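 note: potency is the fitted concentration of half-maximal effect; % is set by controls: 0 for no effect and ±100 for the full control effect; nearly all actives have a fitted effect of over 60% in size; hits raise eYFP signal because A3G escapes Vif-driven loss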
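Read-out is eYFP fluorescence (Ex 488/Em 500-530) from Vif-expressing HeLa A3G-eYFP cells; more signal means A3G escaped Vif-mediated degradation. Cells plated overnight, compound pinned in, incubated overnight at 37 deg C.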
TrxR1 inh = rat TrxR1 inhibition | O89049 | recombinant rTrxR1, NADPH fluorescence consumption, selenite substrate | Potency, µM (series often up to 114 µM), without a hit: at the top dose activity change, negative = inhibition, most hits filed as inhibitors | 390,000 tested, 1% active; note: potency is the fitted concentration of half-maximal effect; % is set by controls: 0 for no effect and ±100 for the full control effect; nearly all actives have a fitted effect of over 65% in size
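Rat TrxR1 (90 nM in the dispensed reagent) was pre-reduced with 400 uM NADPH for 5 min at room temperature, then incubated with compound for 15 min. After 400 uM selenite was added, NADPH fluorescence (Ex 340/Em 450 nm) was followed for 8 min.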
Active calls of the source: *; ? = inconclusive; nt = no result given; [ ] = dose if it differs, or a comment. Unless noted, calls come from the whole dose curve; as a rule, active = well fitted curve in the direction sought with a large enough effect; inconclusive = small, poorly fitted or top-dose-only effect, or another doubt; inactive = no such curve, though single readings can be large; an effect the other way counts as inactive or inconclusive.

SMILES | USP1 inh | LDHA block | Vif-A3F inh | TrxR1 substrate | mIDH1 inhibitor | RGS4 inhibitor | GRP78 ERSR act | Vif-APOBEC3G blk | TrxR1 inh
CC1(C)Cc2c(c(=S)nc(-c3ccccc3)n2CCN2CCOCC2)CO1 | -11% | -8 | -1% | -10% | -1% | 5% | -3% | 3% | -14%
Cc1cc(C)n(C(=O)CNC(=O)/C=C/c2ccccc2)n1 | -8% | -5 | 6% | -7%[57.1 µM] | -2% | -8% | -4% | 5% | -5%[57.1 µM]
O=C(CCc1ccccc1)NCCSCc1c(F)cccc1Cl | 2% | -3 | -4% | -8% | 4% | 9% | -1% | 0% | 3%
COCC(C)n1c(COc2ccccc2F)nnc1SCC(=O)c1c(N)n(C)c(=O)n(C)c1=O (stereo unspecified) | -3% | -2 | -6% | 10%[57.1 µM] | 4% | -3% | 3% | -9% | 11%[57.1 µM]
CCCCCCS(=O)Cc1ccccc1 (stereo unspecified) | 15% | -7 | -2% | -1% | -1% | -5%[11.4 µM] | 2% | 2% | 4%
O=C(O)c1cc2cc(Oc3ccccc3)ccc2[nH]1 | -18% | -6 | 7% | 45% | -1% | 0% | -3% | 1% | 20%[57.1 µM]
Cc1ccc(NC(=O)Cc2nc(COC(=O)c3c(F)cccc3Cl)cs2)cc1 | -11% | -6 | 3% | 0% | 3% | 11% | -2% | 3% | 5%
CN(Cc1ccccc1)C(=C(Cl)Cl)C(=C1NCCN1)[N+](=O)[O-] | -15% | 3 | 5% | 12%[57.1 µM] | -13% | -16% | -2% | 2% | -58%
O=c1cc(CCl)[nH]c2nc3ccccc3n12 | -20% | -2 | 4% | 21% | 18% | 0%[56.9 µM] | ? | -20% | -17%
Cc1ccc(C(=O)N2CCN(Cc3ccc4c(c3)OCO4)CC2)cc1C | -9% | 0 | 0% | -8% | -5% | -7% | -4% | 6% | ?
Cc1ccc(-c2nc3ccccc3c(=O)n2Cc2ccccc2)cc1 | -14% | 1 | 5% | -5% | 1% | -8% | 0% | -2% | 6%
COc1ccc(OCCn2nnc3sc4c(c3c2=O)CCC(C(C)(C)C)C4)cc1 (stereo unspecified) | ? | 2 | nt | -13% | nt | -32% | nt | nt | -11%
COCC(C)NC(=O)c1cc(-c2ccc(O)cc2)on1 (stereo unspecified) | -16% | 4 | -20% | 10%[57.1 µM] | 15% | -8% | 0% | 2% | -18%
Cc1cc(N2CCN(C(=O)Nc3ccccc3C#N)CC2)c2ccccc2n1 | 0% | -12 | -4% | -6% | 7% | 27% | -1% | -7% | -10%
CNc1oc(Cc2ccccc2)nc1S(=O)(=O)c1ccc(Cl)cc1 | 12% | -9 | -5% | -3% | 3% | -16% | -5% | 1% | 11µM*
Cc1nccn1CCC(=O)NC1CCCc2c1cnn2-c1ccc(C(C)(C)C)cc1 (stereo unspecified) | -19% | 1 | -9% | nt | 13% | nt | -5% | 5% | nt
Cc1cccc(C(=O)NNC(=O)CSc2nnc(C(C)C)n2C)c1 | -6% | -12 | -5% | 2% | -2% | -13% | -2% | 1% | 17%
Cc1cccc(C(C)C)c1NC(=O)C1CCN(S(=O)(=O)c2ccccc2)CC1 | -5% | -5 | 2% | 0% | 6% | 11% | -6% | 0% | 5%
COc1ccc(N(CC(=O)NCc2ccco2)S(=O)(=O)c2c(C)nn(C)c2C)cc1 | -11% | 3 | -2% | 3%[57.1 µM] | -5% | 1% | -5% | 1% | -2%[57.1 µM]
CCOC(=O)c1sc(=NC(=O)c2ccccc2)n(C)c1C | -22% | 1 | 3% | -1%[57.1 µM] | 5% | 14% | 0% | 2% | 20%[57.1 µM]
C(=C\c1nc(-c2ccncc2)no1)/c1ccccc1 | -22% | -1 | -12% | 3% | 1% | 1% | -4% | -12% | 9%
CCOc1ccc(Cn2c(-c3ccc(OCC)c(OC)c3)nc3ccccc32)cc1OC | -9% | 1 | 0% | 4% | 8% | -4% | -3% | 0% | 11%
Cc1ccccc1N(C(=O)c1csnn1)C(C(=O)NC(C)(C)C)c1ccncc1 (stereo unspecified) | -19% | -4 | -4% | 6% | -4% | 7% | -2% | -1% | 17%
CN(C)c1ccc(/C=C2\NC(=O)NC2=O)cc1 | nt | -3 | nt | -14% | nt | nt | 1% | -8% | -3%

Results in TrxR1 inh (2 entries from above):
compound | TrxR1 inh
Cc1ccccc1N(C(=O)c1csnn1)C(C(=O)NC(C)(C)C)c1ccncc1 (stereo unspecified) | 17%
CN(C)c1ccc(/C=C2\NC(=O)NC2=O)cc1 | -3%

Structures shown so far that have a tert-butyl group:
SMILES | USP1 inh | LDHA block | Vif-A3F inh | TrxR1 substrate | mIDH1 inhibitor | RGS4 inhibitor | GRP78 ERSR act | Vif-APOBEC3G blk | TrxR1 inh
COc1ccc(OCCn2nnc3sc4c(c3c2=O)CCC(C(C)(C)C)C4)cc1 (stereo unspecified) | ? | 2 | nt | -13% | nt | -32% | nt | nt | -11%
Cc1nccn1CCC(=O)NC1CCCc2c1cnn2-c1ccc(C(C)(C)C)cc1 (stereo unspecified) | -19% | 1 | -9% | nt | 13% | nt | -5% | 5% | nt
Cc1ccccc1N(C(=O)c1csnn1)C(C(=O)NC(C)(C)C)c1ccncc1 (stereo unspecified) | -19% | -4 | -4% | 6% | -4% | 7% | -2% | -1% | 17%

Structures above printed as active in TrxR1 inh:
| smiles | USP1 inh | LDHA block | TrxR1 substrate | mIDH1 inhibitor | RGS4 inhibitor | Vif-APOBEC3G blk | TrxR1 inh |
| --- | --- | --- | --- | --- | --- | --- | --- |
| CNc1oc(Cc2ccccc2)nc1S(=O)(=O)c1ccc(Cl)cc1 | 12% | -9 | -3% | 3% | -16% | 1% | 11µM* |

Other structures
SMILES | USP1 inh | LDHA block | Vif-A3F inh | TrxR1 substrate | mIDH1 inhibitor | RGS4 inhibitor | GRP78 ERSR act | Vif-APOBEC3G blk | TrxR1 inh
COc1cccc(/C=N/n2cnc3ccccc32)c1OC | -17% | -2 | 3% | 6%[57.1 µM] | 1% | 12% | -7% | 0% | 7%
COc1cc2cc(CN(Cc3cccs3)C(=S)Nc3ccc(C)cc3)c(=O)[nH]c2cc1OC | -4% | -2 | 0% | -4% | -8% | -13% | -5% | -8% | 2%
O=C(CN1C(=O)NC2(CCCC2)C1=O)Nc1nc2ccc(F)cc2s1 | -14% | -1 | -7% | -13% | 3% | -15% | 3% | 0% | -13%
COc1ccccc1NC(=S)N1CCN(C(=O)C2CCCO2)CC1 (stereo unspecified) | -1% | -10 | 2% | 1% | 3% | 18% | -4% | 1% | 8%
Cc1nc(N2CCc3ccccc3C2)[nH]c(=O)c1Cc1ccccc1 | -18% | -5 | 10% | 1%[57.1 µM] | 10% | -18% | -1% | -8% | 5%[57.1 µM]
CC(C)(C)C(=O)/C=c1\[nH]c(=O)/c(=C\c2ccccc2F)s1 | -20% | -3 | ? | 1% | 3% | -5% | 4% | -6% | 7%
COc1ccc(/C=C2/SC(=O)N(CCNC(=O)C3CC(=O)N(Cc4ccccc4)C3)C2=O)cc1 (stereo unspecified) | ? | -2 | 0% | nt | 4% | nt | 3% | -2% | nt
COc1ccc(CCN2CC(C(=O)OCC(=O)N(C)Cc3ccccc3)CC2=O)cc1OC (stereo unspecified) | -1% | -6 | 0% | -8% | 1% | ? | 0% | -1% | -6%
O=C(Nc1nc(-c2ccco2)c(-c2ccco2)s1)c1ccco1 | -20% | 4 | -27% | 1% | 3% | ? | 3% | -8% | 28µM*
O=C(COC(=O)c1cccc(S(=O)(=O)N2CCOCC2)c1)NC1CCCCC1 | -9% | -2 | -4% | nt | -1% | nt | -5% | 2% | nt
CCCCOc1ccc(C(=O)Nc2ccc(S(=O)(=O)Nc3cc(C)on3)cc2)cc1OC | -8% | -4 | -13% | -2% | 5% | 14% | -5% | 1% | 2%
O=C(Cn1cnc2c(cnn2-c2ccccc2)c1=O)NCc1ccccc1 | -18% | -8 | -5% | 4% | 4% | 10% | 1% | -14% | 4%
O=S1(=O)C=C(Sc2nc3cc(Cl)ccc3o2)c2ccccc21 | -21% | -5 | 0% | 8%[57.1 µM] | 0% | -33%[11.4 µM] | -14% | ? | 2.8µM*
CCOC(=O)C1CCN(C(=O)c2cccc(NS(=O)(=O)c3ccc(Br)cc3)c2)CC1 | -6% | -2 | -5% | 0% | -1% | 11% | -4% | -5% | 20%
C=CCNC(=O)CN1CCN(Cc2ccc3c(c2)OCO3)CC1 | -4% | -1 | 2% | -4% | 1% | 10% | -1% | 1% | 0%
CCN(CC)C(=O)COc1ccc(Br)cc1Cl | -7% | -6 | -5% | 5%[57.1 µM] | -3% | -9% | 1% | 3% | 17%[57.1 µM]
CC(C)(OC(=O)c1ccc(C#N)cc1)c1cc2ccccc2c(=O)o1 | -25% | 0 | 1% | -11% | -8% | 15% | -4% | 1% | -2%
CN1CCN(c2oc(-c3ccccc3)nc2S(=O)(=O)c2ccc(Br)cc2)CC1 | -15% | 0 | -3% | -18% | 2% | -4% | -3% | 0% | -15%
N#C/C(=C\c1ccccc1)C(=O)Nc1cccnc1 | -24% | -16 | 10% | -6% | 7% | 26% | 0% | -1% | 3%
O=[N+]([O-])c1sccc1CS(=O)(=O)c1ccccc1 | -15% | -5 | 8% | -5% | 1% | 11% | -2% | 0% | -16%

Bioassay records as filed in PubChem BioAssay.

Only part of the results is shown; the hit share may differ from the screen's.
